# UBC13 polyUb – blocks human UBC13 polyubiquitin chain formation. P61088. TR-FRET. inhibition, % at 20 µM. hit rate 0.47% among 330,000. AID 485273; in the data active means inhibition above about 45%, passing the limit was not always enough
# Target sequence (P61088 whole entry, looked up): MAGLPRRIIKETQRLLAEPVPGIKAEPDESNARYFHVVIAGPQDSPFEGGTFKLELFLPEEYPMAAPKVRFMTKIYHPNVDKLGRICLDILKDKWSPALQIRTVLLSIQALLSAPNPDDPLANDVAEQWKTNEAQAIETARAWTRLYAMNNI
# Apaf1 inhib – human Apaf-1 inhibition | O14727 | reconstituted apoptosome caspase-3 activity, DEVD-Rh110 fluorescence | inhibition, % at 20 µM | hit rate 0.71% among 330,000 | AID 489030; active means inhibition of at least 40% at 20 µM;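 further: plate controls were DMSO wells for no effect and DEVD-CHO caspase inhibitor wells for full effect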
#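 Material: biochemical Apaf-1 apoptosome reconstitution. Medium: Hepes buffer, pH 7.5. Also added: cytochrome c activation, bis-DEVD rhodamine 110 substrate. Timing: 30 min compound preincubation, 50 min activation, room temperature. Measured by: rhodamine 110 fluorescence at Ex 480/Em 540 nm.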
# Jurkat NFkB inh – lowers PMA/ionomycin-induced NF-kB signal in Jurkat cells; hit rate 0.53% among 330,000; PMA/ionomycin-induced NF-kB luciferase reporter, luminescence; inhibition, % at 4 µM; AID 435003
# SENP8 block – SENP8 protease inhibition; Q96LD8; purified SENP8, Z-RLRGG-aminoluciferin cleavage, luminescence; inhibition, % at 10 µM; hit rate 1.2% among 330,000; AID 2540
# HKDC1 inhibitor – inhibitors of human hexokinase HKDC1; Q2TB90; recombinant HKDC1, G6PDH/diaphorase resazurin coupled fluorescence; inhibition, % at 20 µM; hit rate 0.16% among 340,000; AID 493160;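 active means inhibition above about 35% when tested at 20 µM, limit read from the data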;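 further: plate controls were DMSO wells with enzyme for no effect and DMSO wells lacking enzyme for full effect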
# Target sequence (Q2TB90 whole entry, looked up): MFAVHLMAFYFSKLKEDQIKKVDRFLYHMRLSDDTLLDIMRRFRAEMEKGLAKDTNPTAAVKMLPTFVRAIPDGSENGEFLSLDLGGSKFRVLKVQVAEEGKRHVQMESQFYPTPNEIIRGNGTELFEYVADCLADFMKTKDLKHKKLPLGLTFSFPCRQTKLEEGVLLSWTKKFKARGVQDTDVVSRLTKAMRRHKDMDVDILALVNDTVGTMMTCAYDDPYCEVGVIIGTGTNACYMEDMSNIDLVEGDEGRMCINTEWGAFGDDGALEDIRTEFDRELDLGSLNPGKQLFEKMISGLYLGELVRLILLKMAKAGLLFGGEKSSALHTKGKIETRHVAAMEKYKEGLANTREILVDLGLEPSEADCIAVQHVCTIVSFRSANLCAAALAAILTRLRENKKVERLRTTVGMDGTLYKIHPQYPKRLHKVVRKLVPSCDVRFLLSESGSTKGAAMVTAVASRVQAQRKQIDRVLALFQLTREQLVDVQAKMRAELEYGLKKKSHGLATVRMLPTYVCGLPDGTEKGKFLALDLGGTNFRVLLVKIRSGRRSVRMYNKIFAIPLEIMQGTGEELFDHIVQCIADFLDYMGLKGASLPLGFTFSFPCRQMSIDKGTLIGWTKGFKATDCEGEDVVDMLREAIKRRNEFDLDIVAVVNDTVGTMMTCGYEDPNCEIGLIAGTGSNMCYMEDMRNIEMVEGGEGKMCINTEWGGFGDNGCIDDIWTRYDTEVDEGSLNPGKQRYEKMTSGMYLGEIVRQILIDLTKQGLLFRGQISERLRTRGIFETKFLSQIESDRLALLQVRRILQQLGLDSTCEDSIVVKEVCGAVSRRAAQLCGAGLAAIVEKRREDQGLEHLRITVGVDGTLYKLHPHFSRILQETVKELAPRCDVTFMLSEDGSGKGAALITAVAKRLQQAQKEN
#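 Material: recombinant HKDC1 hexokinase; Amount: HKDC1 at 5 µg/mL; Medium: Tris pH 8.0 buffer with MgCl2, Tween-20, BSA, BME; Schedule: 90 min reaction incubation at room temperature, dark; Technique: coupled resazurin fluorescence, excitation 525 nm, emission 613 nm.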
# SENP7 inh – blocks the human protease SENP7; hit rate 1.5% among 330,000; recombinant SENP7, Z-RLRGG-aminoluciferin luminescence, 40 min; Q9BQF6; inhibition, % at 5 µM;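 active means inhibition above about 50% at the single test dose, limit read from the data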;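 further: plate controls were DMSO with enzyme for no effect and no enzyme buffer wells for full effect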
# Gli-Sufu antag – antagonists of Gli-Sufu signaling; Sufu-KO-LIGHT fibroblasts, Gli luciferase reporter luminescence; inhibition, % at 5 µM; hit rate 0.74% among 340,000; AID 588413;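 active means inhibition above about 55%, limit read from the data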;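 further: 0% = DMSO-treated cells and 100% = wells with medium but no cells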
# 697 NFkB inh – inhibitors of the PMA/ionomycin-induced NF-kB reporter in 697 B cells. 697 B-cell NF-kB luciferase reporter, 16 h. inhibition, % at 4 µM. hit rate 0.33% among 330,000. AID 435022; in the data active means inhibition above about 35%
# * = called active by the depositor; x = no result given. Unless noted, no stated cut-off is given here; in the data, active means inhibition above about 50%; inactive means the rest. This is a random part of the collection, and some 3.6% of all compounds hit somewhere here.
SMILES	SENP7 inh	Apaf1 inhib	Gli-Sufu antag	Jurkat NFkB inh	SENP8 block	697 NFkB inh	HKDC1 inhibitor	UBC13 polyUb
CN(Cc1nccn1C)C(=O)c1cc(COc2ccc3ncccc3c2)on1	-8	-2	17	2	7	-2	-5	9
COc1ccc(CNC(=O)C2CC(O)CN2C(=O)Nc2ccccc2)cc1 (centres undefined)	-2	-12	22	3	2	-9	-5	2
CC1CCN(S(=O)(=O)c2ccc3c(c2)oc(=O)n3CC(=O)N2c3ccccc3CC2C)CC1 (centres undefined)	-6	4	x	12	-3	19	0	-12
Cc1ccccc1NC(=O)COC(=O)c1ccccc1SCC(=O)N1CCCC1	-9	-4	3	8	1	12	-6	6
O=C(C1CCCO1)N1CCN(c2ccc(F)cc2)CC1 (centres undefined)	2	3	6	-8	9	7	1	5
CN(C)c1ccc(/C=C/C(=O)c2ccc3c(c2)OCO3)cc1	88*	10	-2	2	88*	15	11	-34
Nc1ccc(-n2nncc2-c2ccccc2)cc1	-5	2	x	4	-8	-3	-4	-1
CCOC(=O)C1CCN(C(=O)CC2(CC(=O)O)CCCC2)CC1	5	-3	13	2	0	12	5	2

# Individual results from above:
# CN(Cc1nccn1C)C(=O)c1cc(COc2ccc3ncccc3c2)on1 in SENP7 inh shows -8
# CCOC(=O)C1CCN(C(=O)CC2(CC(=O)O)CCCC2)CC1 in HKDC1 inhibitor shows 5
# O=C(C1CCCO1)N1CCN(c2ccc(F)cc2)CC1 (centres undefined) in Apaf1 inhib shows 3

# Additional entries follow.
SMILES	SENP7 inh	Apaf1 inhib	Gli-Sufu antag	Jurkat NFkB inh	SENP8 block	697 NFkB inh	HKDC1 inhibitor	UBC13 polyUb
Cc1ccc(S(=O)(=O)N2CCCC2c2nc3ccccc3s2)cc1 (centres undefined)	5	11	2	-9	5	-2	1	5
CCOc1ccc(N(CC(=O)NN=C2CCCC2)S(C)(=O)=O)cc1	-1	4	4	-8	-1	-1	-12	4
CCOc1ccccc1NC(=O)C(OC(=O)c1ccccc1)c1ccccc1 (centres undefined)	-7	22	0	-5	-11	-3	-6	40
Cc1cccc(C)c1NC(=O)CCn1cnc2ccccc2c1=O	2	-7	-3	4	1	-4	-13	1
O=C(CNC(=O)c1ccncc1)N/N=C/c1ccccc1[N+](=O)[O-]	-12	-2	-16	-21	-13	0	-3	-4
COc1cccc(C(=O)N2CCN(Cc3ccccn3)CC2)c1OC	-6	9	2	-19	0	-15	-5	-2
CC(C)CC(=O)Nc1nc2c(c(=O)[nH]1)CCCC2	4	0	2	-3	-3	5	-3	0
COc1ccc(NC(=O)CN(C)C2CCS(=O)(=O)C2)cc1 (centres undefined)	-2	15	-1	-28	-8	-23	-6	-16
O=C(NC(=S)Nc1cc([N+](=O)[O-])ccc1O)c1ccc2c(c1)OCO2	81*	8	-83	-103	89*	-246	7	-30
Cn1c(SCC(=O)Nc2ccc3c(c2)CCC3)nnc1C1CC1	0	3	7	-13	-13	3	4	10
Cc1ccnc(NS(=O)(=O)c2cccc([N+](=O)[O-])c2)c1	-7	-24	-30	3	-3	11	2	20
CC(C)=C1C2CCC1C1C(=O)N(NC(=O)COc3ccc(C(C)(C)C)cc3)C(=O)C21 (centres undefined)	-1	2	-2	-18	7	-23	0	-1
CCN1CCN(CCCN(Cc2ccco2)C(=S)Nc2ccc(Cl)c(C)c2)CC1	-4	9	12	-21	-2	-30	-6	-2
Cc1cc(C(=O)N/N=C/c2ccc([N+](=O)[O-])s2)n[nH]1	11	-3	13	20	17	16	-6	-18
Fc1ccc(CNC(=S)Nc2ccccc2F)cc1	18	-5	-5	-3	-8	-2	-3	2
COc1ccc(CCNC(=O)[C@@H]2C[C@H]2c2ccccc2)cc1OC	3	5	1	4	-1	4	-14	4
CN(C)c1cccc(C(=O)OCC(=O)Nc2ccccc2Sc2ccccc2)c1	-7	13	-9	-16	-12	-7	-4	-3
Cc1ccc(C)c(OCCCNCc2ccccc2)c1	-2	1	11	10	0	22	4	11
Cc1cc(NCCCn2ccnc2)n2ncc(-c3ccccc3)c2n1	55*	8	2	-101	39	-233	0	9
COc1ccc(NC(=O)c2c(C(F)(F)F)nn(C)c2SCc2ccccc2Cl)cc1	-15	18	6	0	-9	3	3	-12
COc1ccccc1-c1sc2ccccc2c1C#Cc1ccc(N(C)C)cc1	-4	9	34	0	-8	-10	3	2
Cc1cccc(C(=O)OCC(=O)NC(C)CCc2ccccc2)c1O (centres undefined)	0	14	-3	-5	2	6	-2	9
COc1ccc(Br)cc1CN(C)CC(=O)NCc1ccc(F)cc1	3	11	15	1	9	-13	-2	8
COc1ccc(-n2cnnc2SCCC#N)cc1	-3	1	-6	-1	-2	11	-2	-3
O=S(=O)(c1ccc(Cl)cc1)N1CCn2c1nc1ccccc12	-5	8	-11	-12	2	-20	-11	-8
O=C(NC1CCCCC1)C(c1c(F)cccc1Cl)N(C(=O)c1csnn1)C1CC1 (centres undefined)	-5	8	18	7	-8	8	-5	-8
CC(C)CNC(=O)COC(=O)c1ccc(Cl)c(S(N)(=O)=O)c1	3	1	1	3	0	2	4	1
O=S(=O)(Nc1ccncc1)c1cc(Cl)c(Cl)cc1Cl	6	6	12	2	4	-19	-6	-8
Cc1ccccc1-c1nnc(CN2CCC(C)CC2)o1	-6	-5	26	-15	-4	-20	-2	-3
COc1ccc(C(C)=O)cc1COC(=O)[C@H](Cc1ccccc1)NC(=O)c1ccco1	9	10	3	2	-2	6	-7	11
Cc1cc(C(=O)N(C)CC(=O)Nc2ccc(Cl)c(C(F)(F)F)c2)no1	-12	16	-1	9	-9	14	-3	1
COc1ccccc1N1CCN(S(=O)(=O)c2cccc3nsnc23)CC1	-7	22	4	-18	-2	4	-5	-8
CN(C)c1ccc(/C=C/c2nc3ccccc3s2)cc1	99*	5	22	-34	97*	-188	-3	3
COc1ccc(C2(CNC(=O)c3ccccc3)CCCC2)cc1OC	0	3	8	-2	4	-18	2	-2
Cc1nc2cc(N=NC3=C(O)CCCC3=O)ccc2s1	8	0	-7	-70	-10	-117	-6	-29
O=[N+]([O-])c1ccc(-c2cn3c(n2)SCC3)cc1	7	-14	-29	-21	4	-13	-2	-8
CCCCCCCCC/C(=N\O)c1ccccn1	20	7	-61	-45	20	-75	-5	23
O=C(Nc1nc(-c2ccc(S(=O)(=O)N3CCCCCC3)cc2)cs1)c1cccs1	-4	15	24	-1	-10	-5	3	-3
CCn1cc(C(=O)NCc2cccs2)c(=O)c2ccc(C)nc21	6	0	6	15	-5	6	-4	-7
O=C(Nc1ccccc1Br)C1CCCN1S(=O)(=O)c1cccc2nsnc12 (centres undefined)	12	7	0	6	-2	-11	-6	0
O=C(C(=O)N1CCCC1)c1c(-c2ccccc2)[nH]c2ccccc12	-3	-1	-4	-4	-3	-1	-5	3
C#CCNC(=O)C1=C[C@@H](c2ccc3c(c2)OCO3)[C@H](CCCO)[C@@H](OCC)O1	-10	4	-6	2	-16	-3	-8	-10
C=C(c1ccccc1Cl)[n+]1ccccc1	-1	-1	-18	3	-4	-4	4	-5
COc1cc2c(cc1OC)C(C(C)C)=NC(C)(C)C2	5	-5	28	3	-7	-42	-6	5
O=C(CCc1nnc(CCC2CCCCC2)o1)NCCn1cccn1	-10	2	24	1	-6	4	-4	-8
Cc1cc(Nc2ncc(Cl)cc2Cl)n(-c2ccccc2)n1	-6	9	-6	-1	-9	-3	-4	-2
CCOc1ccc(-c2nnc(-c3ccco3)o2)cc1	3	-9	-70	-51	73*	-112	6	3
O=C(Nc1ccccc1)Nc1ncc([N+](=O)[O-])s1	100*	7	-110	-80	97*	-260	2	-80

# Part of the list above with just SENP7 inh, Gli-Sufu antag and SENP8 block.
Compound	SENP7 inh	Gli-Sufu antag	SENP8 block
CCOC(=O)C1CCN(C(=O)CC2(CC(=O)O)CCCC2)CC1	5	13	0
Cc1ccc(S(=O)(=O)N2CCCC2c2nc3ccccc3s2)cc1 (centres undefined)	5	2	5

# Other results
SMILES	SENP7 inh	Apaf1 inhib	Gli-Sufu antag	Jurkat NFkB inh	SENP8 block	697 NFkB inh	HKDC1 inhibitor	UBC13 polyUb
Cc1cc(/C=C(\C#N)C(=O)NCc2cccs2)c(C)n1-c1ccc([N+](=O)[O-])cc1	0	7	-28	17	-13	15	-6	0
CCCCN(C(=O)NC(=O)Nc1nc2ccc(OC)cc2s1)S(C)(=O)=O	-8	-23	-53	-55	-14	-62	-14	-4
CCCc1nnc(NC(=O)CCC(=O)N2CCN(Cc3ccc(Cl)cc3)CC2)s1	1	7	20	16	13	-46	-9	5
Clc1ccc(Nc2nc(-c3ccncc3)cs2)cc1	7	-7	-31	-59	-7	-8	0	-2
O=C(CCc1nc2ccccc2c(=O)[nH]1)OCc1ccccc1F	7	-5	-10	2	-6	3	0	6
COC(=O)c1cn(C(=O)c2cc(Br)ccc2Cl)c2ccccc12	10	16	-1	-7	-4	4	-2	0
CC[C@]12c3[nH]c4ccc(Cl)cc4c3CCN1C(=O)[C@@H](CC(=O)NCCCn1ccnc1)C[C@@H]2C(=O)N1CCN(C(=O)c2ccco2)CC1	7	18	3	x	x	23	12	x
COc1ccc(Nc2cc(C)nc(N)n2)cc1	11	-3	-13	-9	-2	-4	-5	4
Cc1ccc(C)c(N2CCN(C(=O)CN3C(=S)NC(C)(C)CC3C)CC2)c1 (centres undefined)	2	-4	6	5	2	1	-7	1
Cc1ccc(/C=N/n2cnnc2)s1	-1	0	2	5	7	-34	0	-6
CCCCN1C(=N)N([C@@H](CCC)CN2CCC[C@H]2CN2C(N)=NC[C@@H]2Cc2ccccc2)C[C@H]1[C@H](C)CC	-4	34	5	7	3	-12	3	37
COc1cc(-n2c(=O)c3ccccc3n(Cc3ccccc3)c2=O)cc(OC)c1OC	-9	6	4	-1	-3	-38	-3	0
COc1cccc(-c2nn(C)c3sc(C(=O)NCc4ccc(C)cc4)cc23)c1	4	11	4	-7	-1	-16	2	22
c1ccc2[nH]c(SCC3CCCCO3)nc2c1 (centres undefined)	-3	-16	-65	-81	-14	-146	-2	-8
CC(=O)c1cccc(NC(=O)C2=CN3CCS(=O)(=O)N=C3C=C2)c1	6	-5	-1	15	-1	16	-1	-4
CC(C)(C)OC(=O)NNC(=O)Nc1ccccc1C(F)(F)F	7	-7	-7	0	-1	2	-10	-3
Cc1cc(Cl)ccc1Oc1ncc(-c2ccc(Cl)cc2)cn1	1	12	-11	7	2	-15	-5	8
COc1cc2c(cc1NC(=O)CN(C)Cc1cccc(OC)c1OC)oc1ccccc12	0	9	46	-25	-11	5	-5	-1
COc1ccc(CCNC(=O)COC(=O)c2ccc(S(=O)(=O)N3CCCC3)cc2)cc1OC	1	-3	5	13	-8	1	-5	-2
CCOc1ccc(NC(=S)N2CCCC2)cc1	-8	3	1	-30	-1	-17	-5	-3
C/C(=C\c1ccccc1)C(=O)NCc1ccco1	-9	-3	-21	-29	-11	-28	-9	-6
N#C/C(=C(/O)c1cccs1)c1nc2ccccc2[nH]1	2	11	-6	-11	-11	-45	-3	-8
CC(C)(C)c1ccc(-c2conc2N)cc1	18	11	-31	-114	7	-97	6	-4
O=C(NCCCNC(=O)c1cccs1)c1cccs1	-1	-3	1	3	-4	24	2	-77
CC(CCc1ccccc1)NC(=O)C1CCN(S(=O)(=O)c2ccc(F)cc2)CC1 (centres undefined)	6	9	7	10	-8	3	-5	1
Cc1sc2nc(CSC(C)C(=O)Nc3ccc(Cl)cn3)[nH]c(=O)c2c1C (centres undefined)	4	-12	-3	6	5	23	-2	-5
Cn1c(SCC(=O)Nc2ccc(F)cc2)nnc1-c1cccnc1	-2	4	5	2	0	3	-3	-4

# Source: PubChem
